Assay outcomes from PubChem.
D2 antag: HTS Assay for Allosteric Antagonists of the Human D2 Dopamine Receptor: Primary Screen for Antagonists. D(2) dopamine receptor (Homo sapiens), P14416. HEK293 TREx D2 cells, calcium flux, dopamine EC80. inhibition, % at 10 µM. hit rate 2% among 340,000. AID 485344, 2010; in the data active means inhibition above about 30%; further: 0% is about no effect
Target sequence (P14416 whole entry, looked up): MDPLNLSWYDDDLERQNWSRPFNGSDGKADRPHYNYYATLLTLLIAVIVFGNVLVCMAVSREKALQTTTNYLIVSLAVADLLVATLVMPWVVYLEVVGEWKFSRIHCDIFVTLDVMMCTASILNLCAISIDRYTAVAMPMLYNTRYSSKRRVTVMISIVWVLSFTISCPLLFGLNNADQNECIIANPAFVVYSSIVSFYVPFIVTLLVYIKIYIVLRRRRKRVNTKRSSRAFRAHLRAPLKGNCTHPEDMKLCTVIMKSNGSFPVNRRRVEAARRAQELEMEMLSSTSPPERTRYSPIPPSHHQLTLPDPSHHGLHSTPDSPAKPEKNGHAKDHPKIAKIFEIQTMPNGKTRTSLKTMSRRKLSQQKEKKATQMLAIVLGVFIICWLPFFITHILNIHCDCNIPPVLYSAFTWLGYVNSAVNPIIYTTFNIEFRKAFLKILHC
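Cells plated overnight at 30 C with tetracycline; no-wash calcium dye, 30–90 min RT; 10 s baseline; compound pinned; 180 s read; EC80 dopamine added; another 180 s read.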
D1 antagonist: Antagonist of Human D 1 Dopamine Receptor: qHTS | D(1A) dopamine receptor (Homo sapiens), P21728 | HEK293 TREx D1 cells, calcium flux, dopamine EC80; stronger effect = lower value | activity change, negative = inhibition, % at 10 µM | hit rate 3.2% among 360,000 | AID 504652, 2011; in the data active means activity change below about -30%; further: on the % scale 0 is the no-effect control and ±100 the full control effect
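Calcium flux readout: force-coupled, inducible Hek293 Trex D1 line, cells induced overnight at 30 C with tetracycline, dye-loaded 30–90 min at RT. Antagonism scored against EC80 dopamine challenge given 180 s after compound.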
D2 ag: HTS Assay for Allosteric Agonists of the Human D2 Dopamine Receptor: Primary Screen for Agonists. AID 485358, 2010. activation, % at 2 µM. hit rate 0.53% among 340,000. D(2) dopamine receptor (Homo sapiens), P14416. HEK293 T-REx D2 cells, calcium flux agonist mode;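 active means activation over 3 SD above normal in the single-dose calcium agonist read, cut at about 30% in these data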; further: 0% is about no effect
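Agonism scored from kinetic calcium signal (1 read/sec, 180 s) following compound pin transfer, after a 10 s baseline. Cells: HEK293 Trex line expressing inducible D2 receptor coupled to calcium, dye-loaded after overnight culture at 30 C.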
RXFP1 antagonist: qHTS Assay for Antagonists of the Relaxin Receptor RXFP1; HEK293-RXFP1, relaxin-stimulated cAMP HTRF, 30 min; stronger effect = lower value; activity change, negative = inhibition, % at 57.5 µM; hit rate 0.59% among 350,000;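 active means activity change of -60% or lower, but not beyond a set lower limit; inconclusive means change between -60% and -40%, or beyond the set limit; inactive means change above -40%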; further: on the % scale 0 is the no-effect control and ±100 the full control effect
RXFP1 agonist: qHTS Assay for Agonists of the Relaxin Receptor RXFP1; HEK293T-RXFP1 cAMP TR-FRET, 30 min; response scale: percent of porcine relaxin response, buffer zero; hit rate 0.3% among 370,000; Potency, µM (top dose mostly 57.5 µM), for inactives: at the top dose activation, actives largely listed as activators; AID 2676, 2010; active means well fitted activation curve with a large enough effect; inconclusive means small, poorly fitted or top-dose-only effect; further: potency means the concentration at half of the fitted maximal effect; on the % scale 0 is the no-effect control and ±100 the full control effect; nearly all actives have a fitted effect of over 60% in size; many of its hits are not listed in these tables
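HEK293 cells stably expressing RXFP1, treated 30 min at 37C with compounds plus PDE4 inhibitor Ro 20174; cAMP measured by HTRF TR-FRET. Normalized to buffer and 29 nM porcine relaxin; EC50 by Hill fit.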
D1 ag: Allosteric Agonists of the Human D1 Dopamine Receptor: qHTS | D(1A) dopamine receptor (Homo sapiens), P21728 | HEK293 T-REx D1 cells, calcium flux, agonist mode | activation, % at 2 µM | hit rate 1% among 360,000 | AID 504660, 2011; in the data active means activation above about 30%; further: 0% is about no effect
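Agonism was scored from calcium flux recorded over 180 s (1 read/s) after pintool compound addition, following a 10-cycle baseline. Cells were inducible force-coupled HEK293 TREx D1, plated overnight at 30 C and loaded with no-wash calcium dye.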
D1 potentiator: Potentiators of Human D1 Dopamine Receptor: qHTS; HEK293 TREx D1 cells, calcium flux, dopamine EC20 potentiation; hit rate 0.036% among 360,000; potentiation, % at 10 µM; AID 504651, 2011; in the data active means potentiation above about 30%; further: 0% is about no effect
TRHR PAM: qHTS for Small Molecule Agonists and Allosteric Enhancers of Human TRH Receptor: Primary Screen for Enhancers. Thyrotropin-releasing hormone receptor (Homo sapiens), P34981. TRHR cells, fluo-8 calcium fluorescence, EC20 TRH enhancement. enhancement, % at 2 µM. hit rate 0.66% among 360,000; in the data active means enhancement above about 30%; further: 0% is about no effect
Target sequence (P34981 whole entry, looked up): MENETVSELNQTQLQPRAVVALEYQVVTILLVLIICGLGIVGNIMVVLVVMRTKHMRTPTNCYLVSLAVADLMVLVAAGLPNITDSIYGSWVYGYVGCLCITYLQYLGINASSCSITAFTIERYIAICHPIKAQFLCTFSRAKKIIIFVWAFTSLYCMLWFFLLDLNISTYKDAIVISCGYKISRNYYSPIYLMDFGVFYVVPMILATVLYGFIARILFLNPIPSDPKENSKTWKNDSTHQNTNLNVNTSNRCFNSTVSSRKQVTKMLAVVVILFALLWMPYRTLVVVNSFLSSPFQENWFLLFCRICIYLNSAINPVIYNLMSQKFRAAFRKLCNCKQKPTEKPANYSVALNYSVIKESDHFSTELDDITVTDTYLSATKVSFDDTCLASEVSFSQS
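TRHR-expressing cells loaded with fluo-8 calcium dye were read kinetically (ex 480/em 530) during compound addition, then stimulated with an EC20 of TRH (10 nM final). Enhancement of the Gq-mediated intracellular calcium response was scored.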
D2 potentiator: HTS Assay for Positive Allosteric Modulators of the Human D2 Dopamine Receptor: Primary Screen for Potentiators | AID 485347, 2010 | HEK293 T-REx D2, calcium flux, EC20 dopamine potentiation | potentiation, % at 10 µM | D(2) dopamine receptor (Homo sapiens), P14416 | hit rate 0.34% among 340,000;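 active means potentiation over 3 SD above the plate norm, cut at about 30% in these data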; further: 0% is about no effect
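Cells plated with tetracycline inducer and held overnight at 30 C; calcium dye loaded 30–90 min at room temperature; baseline taken, compound added and read 180 s; EC20 dopamine then added and read 180 s.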
Starred values were filed as active, the others as inactive; ? = inconclusive; · = not tested or not shown. Not all compounds are listed, so the mix of outcomes need not match the whole.

SMILES | D2 antag | D1 antagonist | D2 ag | RXFP1 antagonist | RXFP1 agonist | D1 ag | D1 potentiator | TRHR PAM | D2 potentiator
Cn1nccc1C(=O)N/N=C/c1ccccc1[N+](=O)[O-] | -7 | -2 | -0.3 | 3 | 2.2% | 1 | 0 | 0 | 1
CCOc1ccc(NC(=S)NNC(=O)c2ccc(Br)cc2)cc1 | 4 | -20 | 1.2 | -3 | 2.5% | 0 | -2 | -2 | -2
CCCN(CCC)CCOc1cc(C)ccc1C(C)C | · | -7 | · | -31 | -2.2% | 5 | -2 | 1 | ·
CS(=O)(=O)Nc1ccc(C(=O)N2CCN(c3ccccc3)CC2)cc1 | 0 | -9 | 0.6 | 9 | -1.2% | 1 | -2 | 5 | -10
CCOc1ncccc1C(=O)OCC(=O)Nc1ncc(C(F)(F)F)cc1Cl | -9 | 6 | -0.7 | 8 | -1.4% | 7 | 0 | 6 | 10
CC1=NN(c2nc(-c3ccc(Cl)cc3)cs2)C(=O)C1 | -34 | -4 | 0.3 | ? | 0.3% | 1 | 3 | -4 | 7
COc1ccc(-c2c3c(=O)n(C)c(=O)n(C)c3cn2-c2cccc(N)c2)cc1 | · | -7 | 3.4 | -1 | 2.5% | 2 | 2 | -7 | 11
CCN(CCn1cccn1)C(=O)CCc1nnc(C2CCCCC2)o1 | 3 | 15 | 0.7 | 9 | -0.3% | 4 | 2 | -1 | -7
NS(=O)(=O)c1ccc(Sc2ccc3ccccc3c2)nc1 | 10 | -7 | -2.5 | 8 | 9.3% | 6 | -3 | -6 | 18
CN1c2ccc(Cl)cc2C(=O)NC1c1ccc([N+](=O)[O-])s1 (stereo not drawn) | · | -19 | · | -16 | 6.0% | 7 | -4 | -6 | ·
CCOc1ccccc1NC(=O)CCNS(=O)(=O)c1ccc2c(c1)CCN2C(=O)C1CC1 | · | 9 | 7.1 | · | -0.2% | 0 | -1 | 0 | -5
Cc1ccc(Cl)cc1-n1c(SCC(=O)NCc2ccccc2)nc2n[nH]c(C)c2c1=N | · | -3 | 0.4 | -5 | -0.1% | 6 | -8 | 4 | -2
COc1cc(NC(=O)c2cc(-c3ccc(Cl)c(Cl)c3)on2)cc(OC)c1OC | · | 7 | 2.3 | 1 | 4.0% | 2 | 0 | 3 | 4
Cc1ccccc1N1CN(Cc2ccco2)CNC1=S | · | -13 | · | 1 | -0.6% | 4 | 2 | -6 | 13
CCOC(=O)c1cnc2sc3c(n2c1=O)CCCC3 | 2 | 15 | -0.5 | 0 | 11% | 1 | -5 | 0 | -3
CN(CC(=O)N1CCN(Cc2ccccc2)CC1)S(=O)(=O)c1ccc(Br)cc1 | 6 | -5 | 0.1 | -23 | 3.6% | 4 | -1 | -7 | -14
O=C(NC1CCCC1)c1ccc(Br)s1 | 12 | -27 | 0.0 | 6 | 1.3% | 1 | -4 | 0 | 7
CCOC(=O)c1c(/N=C/c2cccc([N+](=O)[O-])c2O)sc2c1CCC2 | -24 | 9 | -0.5 | 20 | -0.2% | 1 | 7 | 0 | 2
COc1ccc(N/C=C(\C(C)=O)c2ccc(OC)c(OC)c2)cc1OC | 1 | 10 | 3.4 | 6 | 0.6% | 3 | 1 | 0 | 3
CCOc1ccc(CCNC(=O)Cn2nc(CC)n3c(cc4c(OC)cccc43)c2=O)cc1OCC | · | -9 | -0.4 | 1 | 0.0% | 0 | -3 | -5 | 9
C#CCNC(=O)C1=C[C@@H](C2CC2)[C@H](CCCO)[C@@H](OCC)O1 | -15 | 30 | 0.0 | · | -2.5% | 7 | 5 | -2 | 14
CCc1nc2c(sc3nc4c(cc32)COC(C)(C)C4)c(=O)n1Cc1ccccc1 | -10 | 14 | 0.8 | 1 | 3.4% | 2 | -2 | -5 | 0
CCC(C)(C)C1CCc2[nH]nc(C(=O)NC3CCCCC3)c2C1 (stereo not drawn) | 8 | 12 | -1.2 | · | -0.2% | 0 | 3 | 4 | -4
CCOC(=O)C1C(=O)C=C(Nc2ccccc2F)CC1c1ccccc1 (stereo not drawn) | -5 | -8 | -2.9 | -17 | 5.0% | 1 | -1 | 7 | 6
O=C1CCNc2ccc(-c3ccccc3)cc21 | 8 | -13 | 12 | 6 | 4.3% | 68* | -8 | 9 | 11
Later entries.
SMILES | D2 antag | D1 antagonist | D2 ag | RXFP1 antagonist | RXFP1 agonist | D1 ag | D1 potentiator | TRHR PAM | D2 potentiator
COC(=O)c1ccc(NC(=O)[C@H](C)NC(N)=O)cc1 | 9 | 4 | 1.3 | 10 | 0.5% | 2 | -1 | -4 | 2
Cc1ccc(CSc2nnc(CS(=O)Cc3ccc(Cl)cc3Cl)n2C)cc1 (stereo not drawn) | -9 | -2 | -0.1 | 7 | -1.7% | 4 | -3 | -8 | 5
CCOC(=O)CCCCCN(Cc1ccccc1)S(=O)(=O)c1ccc([N+](=O)[O-])cc1 | 0 | -19 | 0.4 | 4 | 0.0% | 4 | 0 | -6 | -10
CCCCC(C(=O)NC(C)(C)C)N(Cc1ccccc1)C(=O)c1snc(C(N)=O)c1N (stereo not drawn) | -14 | -30 | -0.7 | 1 | 2.1% | 4 | -4 | -11 | 1
COc1cccc2cc(C(=O)c3ccc([N+](=O)[O-])cc3)oc12 | 23 | -18 | -0.3 | -18 | 0.2% | 2 | -1 | 7 | 8
O=C(Nc1ccc(Cl)cc1F)c1ccc(COc2c(F)c(F)c(F)c(F)c2F)o1 | 5 | 12 | 0.5 | -33 | 0.6% | 1 | -1 | 3 | 6
COc1cc2[nH]c(C(=O)N3CC(C)OC(C)C3)cc2c(OC)c1OC (stereo not drawn) | -17 | -2 | -0.6 | -5 | 2.7% | 3 | -6 | 4 | 8
COc1ccc(C2C(C#N)=C(N)Nc3nc4ccccc4n32)cc1 (stereo not drawn) | 1 | 4 | -0.2 | 7 | 3.1% | 4 | -2 | 0 | 9
COc1ccc(-c2nc3sc(CCNC(=O)C(C)(C)C)c(C)n3n2)cc1 | · | · | 0.8 | 11 | 3.7% | 4 | 1 | 0 | 20
Oc1c(Cl)cc(Cl)cc1/C=C/c1ccc2cccc(O)c2n1 | -2 | -14 | 22 | -3 | 8.4% | 114* | -1 | -10 | -6
COc1ccc(C(=O)COC(=O)Cn2nnc3ccccc32)cc1Br | -9 | -11 | 1.5 | 7 | 0.0% | 3 | -1 | 6 | ·
CCOC(=O)c1cccc(NC(=O)N2CC=C(c3c[nH]c4ccccc34)CC2)c1 | · | 1 | 1.8 | -27 | 0.3% | 13 | -2 | 12 | 0
CCOC(=O)C1=C(C)N=C2SCCC(=O)N2C1c1cccs1 (stereo not drawn) | 5 | 6 | 0.8 | -9 | 1.0% | 1 | 0 | 1 | -2
CCOC(=O)/C(C#N)=C/C1=C(N2CCOCC2)CC(C)(C)OC1 | 16 | 5 | -0.4 | -3 | 1.8% | 1 | -8 | -3 | 3
O=C(NCCCn1ccnc1)c1nc(Cn2ccc([N+](=O)[O-])n2)no1 | 24 | -7 | 8.5 | 2 | 2.4% | 2 | -6 | 7 | 9
N#CC(C#N)=C1NC2(CCCC2)Cc2ccccc21 | · | 12 | · | · | -0.3% | 2 | -1 | -2 | ·
Cc1cc(Br)ccc1NC(=O)C1CCN(S(=O)(=O)c2cnc[nH]2)CC1 | -3 | 15 | -0.1 | 1 | 2.3% | 2 | -7 | 14 | 7
CC(=O)NCCNC(=O)c1ccc(Cn2c(=O)[nH]c3ccsc3c2=O)cc1 | -23 | 2 | 0.3 | 8 | 1.9% | 0 | -2 | 5 | 3
Cc1c(C(=O)N(C)CC(=O)Nc2cccc(F)c2)oc2c(Cl)cccc12 | 13 | -26 | -0.8 | -22 | 1.2% | 4 | -4 | -1 | -12
COc1cc(C(=O)NCC2CCCN2S(=O)(=O)c2cccs2)cc(OC)c1OC (stereo not drawn) | -4 | 6 | -0.8 | -82* | 1.4% | 4 | -1 | -10 | 13
O=C(CN1C(=O)c2ccccc2Sc2ccc(C(=O)N3CCOCC3)cc21)Nc1ccc(Cl)cc1F | · | 3 | 0.1 | 2 | ? | 0 | -5 | -5 | -7
O=C(Cc1ccccc1)NC1(O)C(=O)c2ccccc2C1=O | -5 | -35* | 1.1 | 3 | 0.0% | 1 | -6 | -21 | -20
FC(F)C(F)(F)C1=CC(c2ccccc2)=NCCN1 | 4 | -1 | 0.6 | -14 | 2.7% | 2 | -4 | 0 | 3
CCCC(=O)Nc1ccc(C(=O)NNC(=O)c2cccs2)cc1 | 0 | 11 | 0.8 | 8 | 0.0% | -1 | -4 | -2 | -6
OCCN(CC(O)COc1ccccc1)CC(O)Cn1ccc2ccccc21 (stereo not drawn) | · | 1 | · | 5 | -0.9% | 3 | -1 | 9 | ·
Cc1cc2nc(CCN(Cc3cccnc3)C(=S)Nc3ccc(F)cc3)[nH]c2cc1C | · | -8 | · | 31 | 0.1% | -1 | -10 | -3 | ·
COC(=O)CC1SC(=O)NC1=Nc1cccc(C)c1 (stereo not drawn) | -14 | -14 | -0.3 | 0 | 1.0% | 1 | -3 | 16 | 15
Cc1oc2c(c1C(=O)N1CCC(C)CC1)C(=O)c1ccccc1C2=O | 0 | 1 | 0.2 | · | -0.1% | -4 | -5 | -1 | -12
Cc1ccc(CN2CCC(CNC(=O)c3cc4ccc5cccnc5c4[nH]3)CC2)cc1 | · | 8 | 0.1 | -35 | 3.1% | 40* | -4 | -5 | 1

Part of the list above in order of count of non-hydrogen atoms, falling.
SMILES | D2 antag | D1 antagonist | D2 ag | RXFP1 antagonist | RXFP1 agonist | D1 ag | D1 potentiator | TRHR PAM | D2 potentiator
Cc1cc(Br)ccc1NC(=O)C1CCN(S(=O)(=O)c2cnc[nH]2)CC1 | -3 | 15 | -0.1 | 1 | 2.3% | 2 | -7 | 14 | 7
CCOC(=O)/C(C#N)=C/C1=C(N2CCOCC2)CC(C)(C)OC1 | 16 | 5 | -0.4 | -3 | 1.8% | 1 | -8 | -3 | 3
Oc1c(Cl)cc(Cl)cc1/C=C/c1ccc2cccc(O)c2n1 | -2 | -14 | 22 | -3 | 8.4% | 114* | -1 | -10 | -6

Copied from the list:
COc1ccc(-c2nc3sc(CCNC(=O)C(C)(C)C)c(C)n3n2)cc1 in D1 potentiator shows 1
O=C(Nc1ccc(Cl)cc1F)c1ccc(COc2c(F)c(F)c(F)c(F)c2F)o1 in TRHR PAM shows 3
CCOC(=O)c1cccc(NC(=O)N2CC=C(c3c[nH]c4ccccc34)CC2)c1 in D1 antagonist shows 1
